Assay outcomes as filed in PubChem BioAssay.
V-ATPase pH = yeast V-ATPase proton transport regulation by pHLuorin; S. cerevisiae, pHLuorin cytosolic pH fluorescence; response, % at 10 µM; hit rate 0.37% among 350,000; in the data active = response mostly above about 7.3%, no sharp cut-off; inactive = mostly below about 5.4%; note: actives read high; inactives centre near 0; some compounds called inactive have numbers as strong as hits; reference of the scale not given here
HTR5A ag ctr = HTR5A agonism, opioid heterodimer counter-screen | P47898 | HTR5A agonist assay, luminescence, cell-based | activation, % at 9.3 µM | hit rate 0.61% among 340,000 | AID 504692; in the data active = activation mostly above about 9.5%, no sharp cut-off; inactive = mostly below about 7.6%;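 note: 0% = cells with vehicle only and 100% = reference agonist; strong numbers were not always called active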
DSG3 Ab inh = human desmoglein-3 autoantibody binding inhibition | binding (percent of control), % at 10 µM | AID 588358 | P32926 | hit rate 0.48% among 310,000 | DSG3-coupled beads, scFv-anti-DSG3-GFP binding, flow cytometry; stronger effect = lower value;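 active = binding more than 3 SD below its plate's average and above zero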;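 note: hits lower antibody fragment binding to DSG3; some compounds called inactive have numbers as strong as hits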
MOR-DOR inv ag = mu-delta opioid heterodimer inverse agonism; inhibition, % at 9.3 µM; cell-based MOR-DOR heterodimer luminescence; hit rate 0.21% among 340,000; P35372+P41143; in the data active = inhibition above about 22%, passing the limit was not always enough;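 note: 0% = cells with DMSO and 100% = wells without cells with DMSO; values of inactives mirror those of a sister screen read the other way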
PKA-R2B activ = activators of human PKA-R2B complex; PKA-R2B holoenzyme dissociation, Cy5-IP20 fluorescence polarization; R2B truncated from residue 108, S112A mutant; 0% DMSO only, 100% 113 µM cGMP; activation, % at 11.4 µM; hit rate 0.079% among 340,000;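 active = activation above a cutoff set at the mean over all compounds plus 3 SD, cut at about 18% in these data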;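 note: higher means more holoenzyme dissociation and a rise in polarization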
Target sequence (P31323 whole entry, looked up, other chains not shown, the tested form may be a part): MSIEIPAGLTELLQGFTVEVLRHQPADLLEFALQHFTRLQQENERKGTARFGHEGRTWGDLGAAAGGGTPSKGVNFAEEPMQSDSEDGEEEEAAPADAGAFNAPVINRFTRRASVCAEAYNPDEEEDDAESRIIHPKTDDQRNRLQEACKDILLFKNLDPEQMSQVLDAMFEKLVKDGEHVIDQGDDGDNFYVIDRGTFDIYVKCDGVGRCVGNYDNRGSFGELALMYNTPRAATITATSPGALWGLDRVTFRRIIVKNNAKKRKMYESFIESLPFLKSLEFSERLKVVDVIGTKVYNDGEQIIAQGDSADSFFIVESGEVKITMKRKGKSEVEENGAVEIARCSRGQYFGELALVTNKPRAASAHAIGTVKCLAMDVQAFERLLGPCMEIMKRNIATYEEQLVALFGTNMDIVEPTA
PKA-R1A act = activators of PKA-R1A complex; P00514+P68181; activation, % at 11.4 µM; PKA-R1A dissociation, Cy5-IP20 fluorescence polarization; scaled: DMSO 0%, 113 µM cGMP 100%; hit rate 0.083% among 340,000; AID 504707;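 active = percent activation above the mean of all tested compounds plus 3 SD, cut at about 19% in these data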;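 note: higher means more PKAc released from R1A so a rise in polarization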
DAGLB inhibitor = diacylglycerol lipase beta (human) inhibition; HEK293T DAGLB membrane lysate, EnzChek fluorogenic substrate; inhibition, % at 5.17 µM; hit rate 0.059% among 340,000; AID 504411; in the data active = inhibition above about 34%;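 note: 0% = enzyme with vehicle and 100% = wells lacking enzyme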
Target sequence (Q8NCG7 whole entry, looked up): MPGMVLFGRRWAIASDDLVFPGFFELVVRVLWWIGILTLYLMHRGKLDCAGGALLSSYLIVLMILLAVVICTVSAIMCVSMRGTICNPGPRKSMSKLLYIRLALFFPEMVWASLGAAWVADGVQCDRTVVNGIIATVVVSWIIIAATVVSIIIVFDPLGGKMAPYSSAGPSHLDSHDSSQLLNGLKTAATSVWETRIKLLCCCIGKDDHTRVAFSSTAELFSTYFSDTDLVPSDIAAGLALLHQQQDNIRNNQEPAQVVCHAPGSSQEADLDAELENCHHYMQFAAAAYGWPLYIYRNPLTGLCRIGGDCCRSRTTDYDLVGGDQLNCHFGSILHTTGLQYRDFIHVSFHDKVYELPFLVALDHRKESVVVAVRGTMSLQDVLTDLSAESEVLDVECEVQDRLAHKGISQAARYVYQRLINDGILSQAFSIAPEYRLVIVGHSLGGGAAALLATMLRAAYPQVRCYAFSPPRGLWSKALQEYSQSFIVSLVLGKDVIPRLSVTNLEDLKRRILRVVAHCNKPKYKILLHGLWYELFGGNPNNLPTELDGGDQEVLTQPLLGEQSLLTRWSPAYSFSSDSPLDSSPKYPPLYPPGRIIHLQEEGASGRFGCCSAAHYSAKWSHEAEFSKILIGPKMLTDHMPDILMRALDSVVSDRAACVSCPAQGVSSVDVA
HTR5A inv ag = inverse agonist of human HTR5A in OPRM1-OPRD1 counter-screen; P47898; HTR5A cell line, luminescence, inverse agonism; AID 504634; hit rate 0.083% among 340,000; inhibition, % at 9.3 µM; in the data active = inhibition mostly above about 23%, no sharp cut-off; inactive = mostly below about 18%;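 note: 0% = cells with DMSO and 100% = no-cell wells with DMSO; some compounds called inactive have numbers as strong as hits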
OPRM1-OPRD1 ag = agonists of human mu-delta opioid receptor heterodimerization; activation, % at 9.3 µM; hit rate 0.3% among 340,000; cells, OPRM1-OPRD1 heterodimerization, luminescence; in the data active = activation above about 18%;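 note: 0% = vehicle-treated cells and 100% = reference agonist; values of inactives mirror those of a sister screen read the other way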
Arr AP2 block = inhibitors of human beta-arrestin and AP2 interaction. FITC-arrestin peptide / GST-AP2 beads, flow cytometry; AP2 beta2 appendage carries R879A mutation. inhibition, % at 10 µM. hit rate 0.31% among 340,000;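 active = inhibition above a set limit, near 3 SD of compounds lacking own fluorescence, cut at about 54% in these data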;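 note: plate controls were DMSO wells for no effect and 5 µM unlabelled arrestin peptide for full effect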
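System: GST-AP2 R879A glutathione beads. Medium: PBS with 0.05% Tween 20 and 0.1% BSA. Also added: FITC-arrestin peptide, 50 nM. Incubation: 12 min plus 1 h, RT. Measured by: high-throughput flow cytometry of beads, ex 488, em 535 nm. Evaluation: percent drop in bead-associated FITC signal.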
* marks the source's active call; other numbers are inactive results; nt = not tested or not shown.

SMILES	V-ATPase pH	HTR5A ag ctr	DSG3 Ab inh	MOR-DOR inv ag	PKA-R2B activ	PKA-R1A act	DAGLB inhibitor	HTR5A inv ag	OPRM1-OPRD1 ag	Arr AP2 block
CCOC(=O)c1csc(NC(=O)CSc2nnnn2-c2ccc(OCC)cc2)n1	-2	4	97	-5	3	-2	-2	-14	0.9	47
N#C/C(=C\c1ccccc1Cl)C(=O)NC(=O)Oc1ccccc1	-1	0	119	26	-10	-13	-1	7	-5.7	42
Cc1[nH]n(-c2ccccc2)c(=O)c1-c1ccc(Cl)cc1	-3	-3	105	10	-8	-5	2	2	-1.7	-2
Cc1cc(C)nc(SCCN(C)C)n1	-1	-1	90	2	5	8	-1	3	-0.3	-9
CCOc1ccc(NC(=O)c2ccc3c(c2)N(C)CCS3)cc1	nt	nt	90	nt	0	-7	3	nt	nt	nt
CC1C(=O)N2CCCc3cc(NS(=O)(=O)c4ccc(F)cc4)cc1c32 (configuration not stated)	0	0	95	5	-12	1	3	2	-0.8	11
CCCS(=O)(=O)C(=C(Nc1ccccc1)Nc1ccccc1)S(=O)(=O)CCC	2	3	98	-18	-20	-10	-1	-7	2.9	-4
Cn1nc(C(=O)OCC(=O)NCc2ccc(Cl)cc2)c2ccccc2c1=O	2	0	nt	7	-4	-5	-4	1	-1.8	28
O=C(CCl)N1c2ccccc2Sc2ccc3ccccc3c21	0	nt	104	nt	-1	-2	28	nt	nt	nt
COC(=O)c1onc(C(=O)c2ccccc2)c1C(=O)OC	2	0	100	21	-12	5	-2	-8	-4.1	-8
C/C(CC(=O)Nc1ccc(Cl)cc1)=N\NC(=O)C(=O)N1CCCCC1	-6	-2	nt	4	-13	-1	2	5	-1.0	14
COC(=O)C1CCN(Cc2ccc(C)cc2)CC1	-9	3	nt	10	10	-2	-6	-29	-2.5	-1
COc1ccc(-n2c(COc3ccc4ccccc4c3)nnc2SCC(=O)NCc2ccco2)cc1	0	-2	99	-6	1	9	-3	-6	1.0	-6
CCc1cc(C(=O)COc2ccccc2F)c(O)cc1O	2	-1	116	-8	-3	-9	-2	3	1.6	0
Cn1/c(=N/N=C/c2ccc(N3CCOCC3)cc2)sc2ccccc21	-3	-3	108	-5	-7	-10	3	2	0.9	6
S=C(N/N=C/c1ccc2ncccc2c1)Nc1ccccc1	1	5	99	8	4	4	-1	37	-1.5	-3
COc1cc(NC(=S)Nc2cccnc2)cc(OC)c1OC	3	1	105	8	-19	-9	-2	-3	-1.3	-5
O=C(Cc1sc(Nc2ccccc2)nc1-c1ccccc1)NCc1ccccn1	2	-1	98	14	11	-3	-1	3	-3.1	6
COc1cccc(OCCCN2CCCCC2)c1	0	1	98	14	2	-5	-2	-4	-2.6	2
O=C(Nc1cccc(-c2nn[nH]n2)c1)c1cccs1	1	-2	90	4	-4	-10	1	5	-0.8	-4
CC(C)(C)OC(=O)NC(CCNC=C1C(=O)OC(C)(C)OC1=O)C(=O)O (configuration not stated)	-4	-6	98	7	6	-6	-5	-16	-1.3	1
C=CCN(C(=O)OC(C)(C)C)S(=O)(=O)NCc1ccccc1	3	-5	112	5	-5	-2	-4	13	-0.8	-6
O=C(CN1C(=O)C2CCc3[nH]c4ccccc4c3C2C1=O)N1CCCC1 (configuration not stated)	8	-3	113	7	-1	0	-3	12	-1.6	20
CCOc1ccc(NC(=O)CSc2nc3ccsc3c(=O)n2CCCCCC(=O)O)cc1	nt	nt	98	nt	-8	-2	0	nt	nt	nt
COc1ccc(CCNC(=O)C23CCC(C)(C(=O)C2Br)C3(C)C)cc1OC (configuration not stated)	7	4	nt	16	2	-4	-1	-1	-3.2	33

(next part)
SMILES	V-ATPase pH	HTR5A ag ctr	DSG3 Ab inh	MOR-DOR inv ag	PKA-R2B activ	PKA-R1A act	DAGLB inhibitor	HTR5A inv ag	OPRM1-OPRD1 ag	Arr AP2 block
O=C(NCCCN1CCCC1=O)c1c(O)nc2sccn2c1=O	-1	-2	99	11	2	-7	-1	4	-2.1	35
O=C(Nc1cccc(C(F)(F)F)c1)c1cc(-c2cccs2)on1	-4	6	97	-37	-4	-1	-8	-18	6.9	-1
COc1cccc(OCc2nc(-c3ccc(Br)o3)no2)c1	-3	4	109	5	7	-4	-3	-10	-1.1	18
CCOC(=O)c1cc(C)nc(SC)c1C#N	2	-3	nt	8	2	3	2	-8	-1.6	5
COCCCNCCOc1ccc(C(C)(C)c2ccccc2)cc1	3	5	106	-5	-7	-2	2	6	0.7	0
O=C1CCCN1CCCNS(=O)(=O)c1cccs1	2	6	108	6	2	9	0	-17	-1.6	-12
C#Cc1ccc([C@H]2C=C(C(=O)OCC=C)O[C@@H](OCCCCO)C2)cc1	-1	8	100	15	3	-10	1	-33	-2.6	-21
O=C(NCCC1CC1(Cl)Cl)Nc1ccccc1 (configuration not stated)	-1	-5	95	18	2	-3	-3	-8	-3.4	33
O=C(NCc1cccnc1)c1ccc(CS(=O)(=O)Cc2ccc(Cl)cc2)o1	2	0	100	0	14	-5	0	1	0.1	0
Cc1csc(NC(=O)C2CCC(C)(C(=O)O)C2(C)C)n1 (configuration not stated)	3	7	99	17	6	-2	-1	-11	-3.7	-1
CCOC(=O)C1(CCc2ccccc2)CCN(Cc2ccc(C(=O)OC)cc2)CC1	0	-1	95	-41	6	9	-11	3	8.9	12
O=C(CN(C1CC1)S(=O)(=O)c1ccc(S(=O)(=O)N2CCCCCC2)cc1)Nc1ccccc1	2	5	110	-27	-10	-4	-3	-14	4.7	-10
COc1cccc(CC(=O)OCC(=O)NC(Cc2ccccc2)C(C)=O)c1 (configuration not stated)	0	7	98	-5	-3	0	0	-21	0.8	1
Cc1ccc2nc(NCc3ccccc3)c(C#N)cc2c1	-2	-5	104	-7	-4	2	-5	13	1.2	-1
COCCN(CCOC)C(=O)c1ccc(CSc2nc3ccccc3s2)cc1	0	3	103	9	3	-14	-5	-7	-1.8	1
O=C(CN1C(=O)C2C3CCC(C3)C2C1=O)OCC(=O)c1cccc([N+](=O)[O-])c1 (configuration not stated)	1	-14	85	85*	9	-6	0	35*	-13	8
COC(=O)c1sc2nc(CN3CCN(c4cccc(C(F)(F)F)c4)CC3)[nH]c(=O)c2c1C	1	2	103	-9	5	-6	-4	20	1.4	-3
Cc1cc(N2CCOCC2)nc2ccc(NC(=S)NCCN(C)C)cc12	1	0	101	6	10	-6	-2	0	-1.3	-4
CC(C)Oc1ccc(N2CC(C(=O)Nc3ccccc3C(=O)NC3CC3)CC2=O)cc1 (configuration not stated)	-3	-2	110	11	-3	8	0	5	-2.2	-1
Cc1ccc(S(=O)(=O)N2CCN(C(=O)Cn3nc(C)c([N+](=O)[O-])c3C)CC2)cc1	3	4	107	23	1	-2	0	-11	-6.0	-5
Cn1cc(Br)c(C(=O)N2CCN(c3cccc(Cl)c3)CC2)n1	1	-2	101	10	-2	16	1	-11	-1.8	1
O=C(COC(=O)CSc1ccccc1)Nc1ccc(F)cc1F	3	4	92	-6	0	-8	2	-17	1.2	-12
Cc1ccc2c(CC(=O)Nc3ccc(F)c(S(=O)(=O)N4CCOCC4)c3)coc2c1	0	-3	97	0	-9	1	-4	7	0.1	1
O=C(Nc1ccccc1)c1cccnc1NCCc1ccccc1	3	5	105	-17	-6	16	-3	19	3.0	-8
COc1ccc(NC(=O)C[C@H]2C(=O)N(C3CCCCC3)C[C@@H]2CSC)cc1	3	nt	nt	nt	-5	0	1	nt	nt	nt

(further entries)
SMILES	V-ATPase pH	HTR5A ag ctr	DSG3 Ab inh	MOR-DOR inv ag	PKA-R2B activ	PKA-R1A act	DAGLB inhibitor	HTR5A inv ag	OPRM1-OPRD1 ag	Arr AP2 block
Cc1ccc(Nc2ccc(C(=O)O)cc2[N+](=O)[O-])cc1	0	1	95	11	0	9	9	-4	-2.1	15
CC(C)OCCCn1c(=S)[nH]c2ccc(N3CCOCC3)cc2c1=O	-3	5	105	1	2	10	2	12	-0.3	11
COc1ccc(C(=O)C2CCN(C(=O)c3ccc(C)cc3)CC2)cc1	11	4	nt	-3	1	4	-2	0	0.5	45
O=C(CN1CCN(c2nc(-c3ccccc3)cs2)CC1)NNC(=O)c1ccc(Br)cc1	3	4	120	-6	-10	-6	-1	-2	0.9	15
C=CCn1nc2n(c1=O)-c1ccccc1SC2	1	2	105	14	-3	-5	-2	9	-2.7	41
COc1ccccc1-n1cnc2cc(C(=O)NCc3ccco3)ccc21	2	-2	103	12	-6	3	-1	6	-2.0	0
Cc1cccc(-n2nnnc2SCC(=O)N(CC(C)C)c2c(N)n(CC(C)C)c(=O)[nH]c2=O)c1	-2	-2	112	14	-10	-12	2	27	-2.8	-7
CCNC(=O)c1sc2cc(C)ccc2c1Cl	-4	-6	103	-27	0	-13	-3	0	5.8	1
O=C(O)c1ccc(Nc2nc(-c3cccnc3)cs2)cc1O	1	2	121	13	-2	2	-1	-7	-2.6	18
[O-][n+]1onc2c1CCc1[nH]c(-c3ccccc3)nc1-2	-3	3	120	1	-3	-8	0	-7	-0.2	14
CCOC(=O)C1CCN(C(=O)COc2ccc(Br)cc2Br)CC1	1	0	nt	0	7	-5	-5	3	-0.1	16
O=C(c1ccc(S(=O)(=O)NCc2ccco2)cc1)N1CCN(c2ccccc2)CC1	1	1	96	7	-3	-3	1	-5	-1.4	10
CCCCN(C(=O)CSCC(=O)Nc1ccc(C)cc1)c1c(N)n(Cc2ccccc2)c(=O)[nH]c1=O	-2	5	102	20	-3	-10	3	-12	-3.9	-10
O=C(NCc1ccncc1)C(=O)NCC1OCCCN1S(=O)(=O)c1cc(F)ccc1F (configuration not stated)	3	0	99	17	0	-14	0	-1	-3.1	-5
O=C(CN1CCN(C(=O)C2CCCO2)CC1)Nc1ccc(F)cc1 (configuration not stated)	2	-3	106	6	-10	-17	-3	7	-1.5	26
CCc1nc(SCC(=O)N2CCN(C(=O)c3ccco3)CC2)c2c3c(sc2n1)CCCC3	2	0	96	14	8	15	-2	0	-2.5	3
C#CCCOC(=O)N1C2=NC(C(=O)OC)=C(C(=O)OC)[C@@H]3N(C)c4ccccc4[C@]23C[C@H]1CO	1	-4	100	12	-5	0	0	-9	-2.2	-4
O=C(Nc1cccc(Cl)c1)N(Cc1nc2ccccc2c(=O)[nH]1)Cc1cccs1	0	0	117	-33	6	-2	0	13	6.3	4
O=C(CN1CCN(S(=O)(=O)c2ccccc2)CC1)Nc1ccccc1Cl	2	-1	nt	11	-16	-5	-6	16	-2.1	-3
N#Cc1c(N)c(C(=O)c2ccccc2)n2c1CCC2	-3	-2	103	1	9	4	0	5	-0.1	-4

Entries listed above shown as hits in MOR-DOR inv ag.
Molecule | V-ATPase pH | DSG3 Ab inh | MOR-DOR inv ag | PKA-R2B activ | PKA-R1A act | DAGLB inhibitor | OPRM1-OPRD1 ag | Arr AP2 block
O=C(CN1C(=O)C2C3CCC(C3)C2C1=O)OCC(=O)c1cccc([N+](=O)[O-])c1 (configuration not stated) | 1 | 85 | 85* | 9 | -6 | 0 | -13 | 8
